Assay outcomes deposited in PubChem BioAssay by Sanford-Burnham Center for Chemical Genomics.
TNAP activation fold = stimulation of alkaline phosphatase TNAP activity – biochemical, luminescent, no phosphate acceptor, uHTS, primary screen (AID 1001); activation fold at 20 µM; hits with a dose series show EC50 in µM; purified TNAP, luminescent activation assay, no phosphate acceptor; higher activation fold means a stronger effect; actives 0.03% (n = 200,000); in the data active = activation fold from about 3, or a potency from the dose series; inactive = the rest, 99 in 100 with activation fold below about 1.6; note: many of its hits are not listed in these tables
LYP inhibition = inhibitors of LYP phosphatase, biochemical, fluorescence intensity, uHTS (AID 1779). recombinant LYP phosphatase, fluorescence intensity; higher % means a stronger effect. one-dose inhibition, % at 11.5 µM; IC50 in µM for titrated hits. actives 0.054% (n = 290,000);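 note: plate controls were vehicle with enzyme for no effect and no enzyme for full effect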
XIAP antagonists = small molecules displacing peptide from XIAP – biochemical, IAP family, fluorescence polarization (AID 1018); XIAP BIR domain, fluorescence polarization peptide displacement; higher % means a stronger effect; actives 0.007% (n = 200,000); displacement, % at 20 µM, or IC50 in µM where a hit was titrated; in the data active = displacement above about 50%; note: a part of the inactive calls stands beside numbers as strong as those of hits
human PMI inhibition = inhibitors of human PMI, primary screen, biochemical, fluorescence intensity, coupled assay (AID 1209) | actives 0.42% (n = 190,000) | purified PMI enzyme, coupled fluorescence intensity; higher % means a stronger effect | inhibition, % at 20 µM, or IC50 in µM where a hit was titrated;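 note: plate controls were DMSO vehicle for no effect and wells lacking substrate for full effect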
human PMI inhibitors = MPI inhibition at elevated mannose 6-phosphate – biochemical, fluorescence intensity, high mannose 6-phosphate, primary screen (AID 1220). recombinant PMI enzyme, coupled fluorescence intensity; higher % means a stronger effect. inhibition, % at 20 µM, or IC50 in µM where a hit was titrated. actives 0.66% (n = 190,000)
HEK293 NOD2/NF-kB = inhibition of NOD2-driven NF-kB reporter – cell-based, luminescence, uHTS, HEK293 (AID 1566). actives 0.63% (n = 290,000). inhibition, % at 4 µM, or EC50 in µM where a hit was titrated. HEK293 NOD2/NF-kB luciferase reporter, luminescence; higher % means a stronger effect; note: many of its hits are not listed in these tables
KOR beta-arrestin-1 = KOR agonists, beta-arrestin recruitment, primary screen, cell-based, luminescence, uHTS (AID 1777) | KOR beta-arrestin recruitment, luminescence; higher % means a stronger effect | activation, % at 10 µM, or EC50 in µM where a hit was titrated | actives 0.02% (n = 280,000); in the data active = activation above about 50%, passing the limit was not always enough; note: a part of the inactive calls stands beside numbers as strong as those of hits
KOR beta-arrestin-2 = kappa opioid receptor blockers – cell-based, luminescence, uHTS (AID 1778). KOR beta-arrestin recruitment, luminescence, antagonist mode; higher % means a stronger effect. inhibition, % at 10 µM; hits with a dose series show IC50 in µM. actives 0.091% (n = 290,000); note: strong numbers were not always called active
NOD1 inhibition = inhibition of NOD1-driven NF-kB reporter – cell-based, luminescence, uHTS, primary screen (AID 1578); actives 1% (n = 290,000); inhibition, % at 4 µM, or EC50 in µM where a hit was titrated; NOD1-driven NF-kB luciferase reporter cells, luminescence; higher % means a stronger effect; in the data active = inhibition mostly above about 36%, no sharp cut-off; inactive = mostly below about 34%;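 note: HEK-293T reporter cells stimulated with the NOD1 agonist gamma-tri-DAP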
The depositor's hits bear a star; . = not tested or not shown; [ ] = remark or other dose. Cut-off read from the data, not from the text of the source, unless noted: active = inhibition above about 50%; inactive = the rest.

SMILES	TNAP activation fold	LYP inhibition	XIAP antagonists	human PMI inhibition	human PMI inhibitors	HEK293 NOD2/NF-kB	KOR beta-arrestin-1	KOR beta-arrestin-2	NOD1 inhibition
CSCCC(NC(=O)c1cc(CC(C)C)oc1C)C(=O)O (configuration not stated)	1.1	-4%	-2.8%	-17%	-2%	11%	-1.1%	-18%	3%
CCCCN1C(=O)C2(NNc3ccccc3O2)c2ccccc21 (configuration not stated)	.	-2%	-8.6%	-60%	-114%	-47%	7.1%	-30%	11%
O=C(CSc1n[nH]c(=O)[nH]c1=O)N/N=C/C=C\c1ccccc1	1.3	1%	-7.2%	-10%	-15%	0%	7.1%	-41%	-10%
COc1ccccc1NC(=O)N1CCc2[nH]c3ccc(Cl)cc3c2C1	0.9	-1%	-1.3%	6%	12%	10%	0.8%	-44%	-12%
COc1cc(NC(=O)C2CCCCC2)c2ncccc2c1	1.2	-6%	-2.5%	9%	4%	7%	-8.4%	13%	-4%
CCC1=NNC(=O)C(CC(=O)Nc2ccccc2)c2cc(OC)c(OC)cc21 (configuration not stated)	1.1	2%	-1.1%	-7%	-4%	6%	1.7%	29%	-45%
COc1ccc(N2CCN(c3nc4ccccn4c(=O)c3/C=C(\C#N)S(=O)(=O)c3ccccc3)CC2)cc1	.	-5%	.	.	.	-10%	-2.3%	-34%	-28%
COCCN(C(=O)COC(=O)CCC(=O)c1ccc(C)cc1)c1c(N)n(Cc2ccccc2)c(=O)[nH]c1=O	.	-8%	.	.	.	5%	-0.2%	-11%	-41%
N/C(=N\OC(=O)c1cccnc1)c1ccc(Cl)cc1Cl	1	-7%	-2.5%	-5%	0%	-48%	1.3%	-53%	-55%
Cn1c(CSCc2ccccc2)nnc1SCC(=O)Nc1nccs1	1.1	-9%	-2.7%	8%	8%	18%	-6.6%	33%	6%
c1ccc(CSc2snnc2-c2ccccc2)cc1	1	2%	-5.6%	22%	18%	-7%	-0.6%	-16%	-28%
COc1cc(C(=O)Nc2nnc(C3=COCCO3)o2)cc(OC)c1OC	.	-9%	.	.	.	19%	0.5%	17%	-22%
O=C(C1CC2CCC1C2)N1CCN(Cc2ccc3c(c2)OCO3)CC1 (configuration not stated)	1.1	-4%	-2.0%	8%	10%	-17%	-0.7%	2%	-3%
Cc1ccc(C)c(NC(=S)N2CCC(NC(=O)c3ccco3)CC2)c1	.	1%	.	.	.	16%	1.0%	-31%	16%
O=S(=O)(Nc1cccc(C(F)(F)F)c1)c1cnc[nH]1	1	-1%	2.4%	16%	13%	0%	0.9%	-10%	-18%
COc1cccc(Oc2ccc(N)cc2)c1	1.1	2%	-3.6%	11%	8%	-5%	-5.1%	18%	-28%
CC(C)(C)C1CCC(OC(=O)C[N+]2(C)CCCC2)CC1 (configuration not stated)	1	-11%	-4.8%	6%	-11%	-6%	-4.6%	-4%	-6%
O=C(NCc1cccnc1)C1CCC(CNS(=O)(=O)c2cccc3nsnc23)CC1 (configuration not stated)	.	-4%	.	.	.	9%	-0.5%	-1%	-5%
CCOc1nc2c(c(-c3cccs3)c1C#N)Cc1ccccc1-2	.	-10%	.	.	.	2%	-2.3%	-84%	6%
COc1ccc(OCC(O)CNC(=O)Nc2ccccc2)cc1 (configuration not stated)	.	-4%	.	.	.	3%	2.9%	-10%	-5%
Cn1c(C(=O)NCCCN2CCN(c3ccccc3F)CC2)cc2c(=O)n(C)c3ccccc3c21	1.1	-9%	-4.7%	2%	0%	-6%	5.7%	-7%	-18%
O=C(c1ccccc1)N1CCN(C(=O)c2cccnc2)CC1	.	0%	.	.	.	-5%	1.1%	-9%	12%
CCOC(=O)CSc1nccc(N(C)C)c1C#N	1.1	-2%	-1.8%	5%	6%	-2%	-0.2%	-6%	-25%
COC(=O)c1cc(Br)c(=O)n(CCC2=CCCCC2)c1	1.1	-8%	-3.0%	9%	6%	13%	-0.9%	39%	-15%
CCn1cnc2sc(-c3ccccc3)cc2c1=O	1.1	-3%	-0.3%	22%	13%	-93%	-2.5%	19%	-79%
Additional compounds follow.
SMILES	TNAP activation fold	LYP inhibition	XIAP antagonists	human PMI inhibition	human PMI inhibitors	HEK293 NOD2/NF-kB	KOR beta-arrestin-1	KOR beta-arrestin-2	NOD1 inhibition
COc1ccc(C(=O)Nc2cc(OC)cc(OC)c2)cc1	1.1	-5%	-2.8%	-2%	10%	-87%	2.0%	2%	-19%
Cc1cc(C)c2nc(NC(=O)c3ccc(OCC4CCCO4)cc3)sc2c1 (configuration not stated)	1	-8%	-2.2%	-8%	1%	22%	0.8%	-46%	11%
CNc1nc(SCC(=O)Nc2ccccc2)nc(N2CCOCC2)n1	.	-5%	.	.	.	14%	0.1%	12%	-24%
O=C(CSc1nc(-c2ccccc2)c(-c2ccccc2)[nH]1)Nc1ccc2c(c1)OCO2	1.2	-2%	-7.1%	4%	4%	9%	-2.2%	17%	-6%
COc1cc2c(cc1OC)-c1nc3ccccc3c(=O)n1C(C)(C)C2	1.1	1%	-0.7%	4%	8%	12%	-2.5%	5%	-15%
COc1ccccc1N1CCN(CC(O)c2ccc3cc[nH]c3c2)CC1 (configuration not stated)	1.1	-2%	5.1%	19%	21%	4%	-4.8%	-7%	-11%
COc1ccc2c(c1)-c1ccccc1S(=O)(=O)N2C(C)=O	1.1	4%	-1.3%	14%	17%	-3%	5.1%	-14%	-5%
CC(C)CCOc1ccc(C(=O)O)cc1	1.1	-8%	-1.3%	8%	0%	2%	0.9%	14%	-14%
CCC(=O)N1c2ccccc2C(N(C(=O)CC)c2ccccc2)CC1C (configuration not stated)	.	-6%	.	.	.	2%	0.9%	17%	-1%
CC(C)CCNC(=O)Nc1ccc2c(c1)N(C)C(=O)CS2	1.2	-4%	-3.3%	20%	12%	8%	0.3%	0%	-28%
O=C(CSc1nnnn1-c1ccc2c(c1)OCO2)NCc1ccccc1	1.1	-1%	-3.5%	9%	1%	3%	-4.5%	-32%	1%
COc1ccc(/C=C(\NC(=O)c2ccc(Cl)cc2)C(=O)NCC2CCCO2)cc1OC (configuration not stated)	.	2%	.	.	.	-17%	1.4%	2%	-7%
Cc1ccc(NC(=O)NC(=O)CSc2nnc(-c3ccc(Cl)cc3Cl)n2N)c(C)c1	1.1	6%	-3.2%	23%	14%	-29%	1.3%	-5%	-34%
C/C(=N\O)C(=O)NCCCNCCCN(C)C	1.1	-12%	-0.4%	3%	5%	2%	2.5%	-25%	-15%
S=C(Nc1ccc2snnc2c1)N1CCN(c2ccccn2)CC1	1.1	-6%	-7.6%	7%	5%	-15%	-1.8%	8%	-10%
CC(=O)Nc1ccc(S(=O)(=O)N2CCCCC2c2cccnc2)cc1 (configuration not stated)	1.2	-11%	-1.8%	0%	9%	4%	1.5%	-2%	8%
COc1ccc(N(C(=O)c2snc(C(N)=O)c2N)C(C(=O)NC2CCCCC2)c2ccc(C)o2)cc1 (configuration not stated)	.	1%	.	.	.	-208%	-2.4%	4%	-19%
CCN(CC)C(=S)Nc1ccc(OC)cc1	1.2	3%	-0.7%	-8%	-7%	-11%	1.5%	.	-33%
Cc1ccc2nc(-c3ccccn3)oc2c1	1.1	-13%	-1.3%	-4%	0%	-85%	-1.7%	3%	-14%
O=C(N/N=C/c1c(O)n(-c2ccccc2Cl)c(=O)c2ccccc12)c1cccnc1	1.7	9%	3.1%	-36%	-44%	8%	-3.3%	-22%	-31%
COc1cc(OC)c2c(O)c3c(c(-c4c5c(c(O)c6c(OC)cc(OC)cc46)CO[C@@H](C)[C@H]5O)c2c1)[C@H](O)[C@H](C)OC3	1	6%	-22%	14%	55%*	10%	0.5%	1%	-1%
COc1ccccc1-c1c(C(F)(F)F)oc2cc(OC(=O)c3ccc([N+](=O)[O-])cc3)ccc2c1=O	1.1	2%	-2.2%	9%	-1%	23%	-0.8%	-24%	27%
CC(=O)Nc1ccc(NC(=O)c2oc3cc(C)c(C)cc3c2C)cc1	1.1	-2%	-0.8%	9%	9%	20%	0.8%	10%	-26%
CC(C)C(=O)Nc1ccc2c(c1)nc(CCN1CCN(c3ccccc3)CC1)n2C	.	-1%	.	.	.	8%	-2.7%	-22%	-8%
Cc1c(NC(=O)c2cnn3cccnc23)c(=O)n(-c2ccccc2)n1C	1.1	-10%	-2.4%	2%	0%	5%	-2.4%	35%	-12%

A section taken from the entries so far, for reference:
SMILES	TNAP activation fold	LYP inhibition	XIAP antagonists	human PMI inhibition	human PMI inhibitors	HEK293 NOD2/NF-kB	KOR beta-arrestin-1	KOR beta-arrestin-2	NOD1 inhibition
C/C(=N\O)C(=O)NCCCNCCCN(C)C	1.1	-12%	-0.4%	3%	5%	2%	2.5%	-25%	-15%
S=C(Nc1ccc2snnc2c1)N1CCN(c2ccccn2)CC1	1.1	-6%	-7.6%	7%	5%	-15%	-1.8%	8%	-10%
CC(=O)Nc1ccc(S(=O)(=O)N2CCCCC2c2cccnc2)cc1 (configuration not stated)	1.2	-11%	-1.8%	0%	9%	4%	1.5%	-2%	8%
COc1ccc(N(C(=O)c2snc(C(N)=O)c2N)C(C(=O)NC2CCCCC2)c2ccc(C)o2)cc1 (configuration not stated)	.	1%	.	.	.	-208%	-2.4%	4%	-19%

Marked active in human PMI inhibitors (from the list above):
SMILES	TNAP activation fold	LYP inhibition	XIAP antagonists	human PMI inhibition	human PMI inhibitors	HEK293 NOD2/NF-kB	KOR beta-arrestin-1	KOR beta-arrestin-2	NOD1 inhibition
COc1cc(OC)c2c(O)c3c(c(-c4c5c(c(O)c6c(OC)cc(OC)cc46)CO[C@@H](C)[C@H]5O)c2c1)[C@H](O)[C@H](C)OC3	1	6%	-22%	14%	55%*	10%	0.5%	1%	-1%

Remaining list, next part
SMILES	TNAP activation fold	LYP inhibition	XIAP antagonists	human PMI inhibition	human PMI inhibitors	HEK293 NOD2/NF-kB	KOR beta-arrestin-1	KOR beta-arrestin-2	NOD1 inhibition
CCCCCCc1ccc(N2C[C@H](Cc3ccccc3)[C@@H](CC(=O)Nc3ccccc3)C2=O)cc1	.	-5%	.	.	.	-74%	1.8%	-10%[20 µM]	-5%
CCN(CC)C(=O)CSc1nc2ncccc2[nH]1	0.5	-7%	-2.0%	2%	0%	1%	1.0%	-1%	-3%
Cc1cc2n(n1)C(c1ccsc1)Nc1ccccc1-2 (configuration not stated)	1.1	-7%	-1.0%	-21%	-37%	13%	-4.9%	19%	-13%
Cn1ncc(Cl)c1C(=O)NC1C2CC3CC(C2)CC1C3 (configuration not stated)	1.1	-5%	-2.2%	4%	0%	20%	-5.5%	-30%[20 µM]	-12%
COc1ccc(/C=C(/C#N)C(=O)Nc2cccc(C)c2C)cc1C(=O)O	1.1	0%	-4.1%	3%	6%	-4%	-2.4%	-10%	-23%
Cc1nnc(NCCN2CCOCC2)[nH]c1=O	1.1	-10%	-4.9%	7%	4%	20%	-3.4%	2%	-7%
O=C1CC(c2ccccc2)Sc2nc3ccccc3n21 (configuration not stated)	1.1	0%	-3.7%	-4%	-1%	-65%	-14%	4%	-43%
O=C(Oc1ccc(-c2cnc3ccccc3n2)cc1)c1ccc(Cl)c([N+](=O)[O-])c1	1	-3%	-3.6%	10%	-3%	-11%	-1.5%	7%	-23%
O=C(CN1CCN(S(=O)(=O)c2ccc(Br)cc2)CC1)N/N=C/c1ccco1	1	-7%	-1.6%	4%	3%	12%	-3.1%	5%	-10%
CC(CN1CCCC1)OC(=O)c1ccc(F)cc1 (configuration not stated)	.	-6%	.	.	.	14%	-1.1%	24%	-4%
C=CCc1c(OC)ccc2c1c(S(=O)(=O)c1ccc(C)cc1)cn2COC	.	-5%	.	.	.	3%	-1.4%	7%	4%

The list is partial; the hit share may differ from the screen's.
